AID2073: inhibitors of Mint1-CaV2.2 protein interaction, biochemical, HTRF (AID 2073) | HTRF protein-protein interaction, Mint1-CaV2.2; higher % means a stronger effect | inhibition, % at 20 µM, or IC50 in µM where a hit was titrated | 0.19% of 290,000 active; in the data active means inhibition mostly above about 51%, no sharp cut-off; inconclusive means no clear call, values can overlap the other calls; inactive means mostly below about 53%; further: some results filed as inactive read as strong as hits
LYP phosphatase: PTPN22 lymphoid phosphatase activity blockers – biochemical, fluorescence intensity, uHTS (AID 1779) | recombinant LYP phosphatase, fluorescence intensity; higher % means a stronger effect | one-dose inhibition, % at 11.5 µM; IC50 in µM for titrated hits | 0.054% of 290,000 active; in the data active means inhibition above about 50%;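 further: plate controls were vehicle with enzyme for no effect and no enzyme for full effect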
K1F lysis inhibition: inhibition of K1F phage lysis, E. coli UTI89, bacterial capsule biogenesis inhibitors, alamar blue (AID 488966). 0.02% of 340,000 active. inhibition, % at 100 µM; hits with a dose series show IC50 in µM. E. coli UTI89 K1F phage lysis, alamar blue, 2 h; higher % means a stronger effect;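 active means phage lysis inhibition, versus mean bacterial control, above a set limit; inconclusive means no clear call, values can overlap the other calls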;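 further: capsule biogenesis inhibitors block K1F phage lysis so surviving cells raise fluorescence; higher fluorescence means more inhibition of phage lysis; actives were called in the ten point dose series up to 300 µM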
WT yeast gro inh: growth inhibition of WT yeast, mitochondrial fusion screen; mitochondrial fusion phenotypic screen, WT strain; inhibition, % at 10 µM; 2.1% of 190,000 active; AID 1362; in the data active means inhibition above about 58%; tested in S. cerevisiae
GPR35 arrestin U2OS: GPR35 antagonists blocking zaprinast-driven arrestin recruitment, primary screen, imaging, U2OS, beta-arrestin-GFP, zaprinast agonist (AID 2058) | U2OS GPR35 beta-arrestin-GFP translocation imaging, zaprinast antagonism; higher % means a stronger effect | one-dose inhibition, % at 10 µM; IC50 in µM for titrated hits | 0.052% of 290,000 active;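 active means inhibition of at least 50% with at least 30 cells and total cytoplasm GFP at most 10,000,000; inconclusive means under 30 cells or total GFP of 10,000,000 plus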
Autophagy HCS: alters autophagy in cells. 0.98% of 190,000 active. MEF GFP-LC3 puncta imaging; test concentration mostly 10 µM. calls only at 10 µM (by protocol);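 active means percentage of spot-positive cells more than 3 SD above its plate mean, without a fluorescence outlier flag or 80% toxicity; inconclusive means no clear call, values can overlap the other calls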;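 further: spot-positive cell cutoff set from DMSO-treated cells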
RSV CPE inhibition: RSV antiviral activity via CPE protection, HEp-2 cells, primary 10 µM value included (AID 2391) | CPE inhibition, % at 10 µM; hits with a dose series show IC50 in µM | 0.13% of 310,000 active | HEp-2 cells, RSV-induced CPE inhibition; higher % means a stronger effect; in the data active means a potency from the dose series; inconclusive means CPE inhibition mostly from about 23% at the one dose, without a potency; inactive means the rest, 99 in 100 with CPE inhibition below about 21%; further: strong numbers were not always called active
NTR1 agonist: agonists of NTR1, primary screen, imaging, U2OS cells, beta-arrestin-GFP, high content (AID 493036); 0.17% of 330,000 active; NTR1-U2OS beta-arrestin-GFP spot imaging, agonist mode; activation, % at 20 µM; P30989;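 active means activation at or above 40% of the spot to cytoplasm intensity ratio, with at least 20 cells analyzed; inconclusive means wells under 20 cells, flagged as cytotoxic or low count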;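 further: 0% = DMSO without peptide and 100% = 100 nM NTR1 peptide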
Target sequence (P30989 whole entry, looked up): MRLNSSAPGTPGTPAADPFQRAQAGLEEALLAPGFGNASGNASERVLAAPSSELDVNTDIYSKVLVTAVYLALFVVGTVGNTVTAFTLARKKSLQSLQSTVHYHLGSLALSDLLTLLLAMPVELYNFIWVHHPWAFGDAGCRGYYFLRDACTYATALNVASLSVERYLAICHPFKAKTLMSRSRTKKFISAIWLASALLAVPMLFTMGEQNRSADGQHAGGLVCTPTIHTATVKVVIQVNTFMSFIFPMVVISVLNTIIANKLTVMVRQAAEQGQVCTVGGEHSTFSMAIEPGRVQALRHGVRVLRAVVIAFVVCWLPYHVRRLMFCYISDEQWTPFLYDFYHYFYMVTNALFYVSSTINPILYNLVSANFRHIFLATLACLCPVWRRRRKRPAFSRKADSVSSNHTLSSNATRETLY
NS5 inhibitors: flavivirus cap methylation enzyme inhibition – biochemical, confirmation dose response, primary screen (AID 588689). Dengue-2 NS5 methyltransferase capping enzyme assay, biochemical; higher % means a stronger effect. one-dose inhibition, % at 25 µM; IC50 in µM for titrated hits. 0.3% of 340,000 active; in the data active means a potency from the dose series; inconclusive means inhibition above about 29% without an active follow-up result
WT yeast gro inh mutant strain: further read-out of WT yeast gro inh, marked with its call; inhibition, %; mitochondrial fusion phenotypic screen, mutant strain inhibition
Autophagy HCS cell loss 18 h: recorded beside Autophagy HCS, whose call it bears; toxicity, %; measured here: cell loss, nuclei count;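 cell loss after 18 h compound exposure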
NTR1 agonist cell count 20 µM: recorded beside NTR1 agonist, whose call it bears; cell count; measured here: cell count, cytotoxicity flag
Numbers without * were called inactive; i = inactive; u = inconclusive; x = not tested or not shown; + = active, no number; [ ] = dose if it differs, or a comment. Hits appear at their usual frequency; any-hit rate near 2.6%.

The line under a structure holds: AID2073	NS5 inhibitors	NTR1 agonist cell count 20 µM	NTR1 agonist	WT yeast gro inh	WT yeast gro inh mutant strain	GPR35 arrestin U2OS	Autophagy HCS	Autophagy HCS cell loss 18 h	LYP phosphatase	K1F lysis inhibition	RSV CPE inhibition
COC(=O)c1ccc(CSc2nnc3n(Cc4ccccc4OC)c(=O)c4ccccc4n23)o1
 : -23%	-4%	48	0.4	-14	4	-4%	x	x	0%	-0.1%	4.8%
O=C(Nc1ccccn1)c1cc2ccccc2cc1O
 : 26%	1%	36	2.5	x	x	4%	x	x	-10%	0.2%	1.7%
O=C1CN2C(=Nc3ccc(Cl)cc3C2c2ccccc2)CN1 (centres undefined)
 : 3%	-7%	88	30	-8	3	-10%	i	2	-7%	3.9%	24µM*
O=C(c1ccc(S(=O)(=O)c2ccccc2)cc1)N1CCCCCC1
 : -2%	-1%	41	2.2	-5	-11	0%	i	-3	6%	8.7%	0.5%
c1ccc2c(c1)nc1n2C2(N3CCOCC3)CCCC2C1N1CCOCC1 (centres undefined)
 : 3%	-1%	x	x	x	x	-14%	x	x	-6%	4.3%	x
CCN1CCCC1CNC(=O)Cn1cnc2ccc(S(=O)(=O)N3CCC(C)CC3)cc2c1=O (centres undefined)
 : -3%	-6%	62	0.8	10	13	10%	i	8	0%	4.4%	0.0%
C/C(=C\C(=O)c1ccc(Cl)cc1)Nc1ccc(N2CCOCC2)cc1
 : 18%	2%	79	0.3	-7	-1	3%	+	-1.8*	-6%	-0.2%	-1.0%
Cc1ccccc1NC(=S)Nc1ccccn1
 : -35%	-5%	55	0.1	x	x	-8%	x	x	3%	0.3%	2.0%
O=C(c1ccccn1)C1CCCN(Cc2nc(Cc3cccc(F)c3)no2)C1 (centres undefined)
 : -5%	-6%	71	0.6	x	x	20%	x	x	-6%	0.1%	2.8%
CCOC(=O)CN1C(=O)S/C(=C/c2ccc(N3CCCCC3)o2)C1=O
 : 3%	-112%	62	-3.6	-12	-21	15%	i	20	-2%	1.1%	0.9%
CCOC(=O)CSc1nc(=O)n2cccc(C)c2n1
 : 10%	x	35	0.6	-2	-9	6%	+	4.9*	-3%	x	0.5%
O=C(Cc1ccccc1)NCc1ccc(-n2cccc2)cc1
 : 11%	-12%	114	-1.5	-6	-7	-9%	i	8	-1%	0.4%	0.5%
Cc1cccc(N2CCN(C(=O)C3CCN(c4ncnc5c4nc4n5CCCCC4)CC3)CC2)c1C
 : 4%	2%	55	17	x	x	-19%	x	x	-3%	0.7%	u
CC1CCN(S(=O)(=O)c2cccc(C(=O)NC3CCCCC3)c2)CC1
 : 6%	8%	38	0.9	x	x	29%	x	x	-7%	-0.2%	1.7%
O=C(CSCc1ccc(Cl)cc1)Nc1ccc2c(c1)OCO2
 : 4%	3%	53	-2.3	11	1	6%	i	7	-4%	1.9%	2.1%
CC(NC(=O)C1CCCN1S(=O)(=O)c1cccc2nsnc12)c1ccccc1 (centres undefined)
 : -1%	7%	50	-1.3	x	x	-12%	x	x	-6%	0.3%	u
COc1cc(S(=O)(=O)N(C)C)ccc1F
 : -1%	-7%	114	4.4	-17	2	-14%	i	-6	-6%	0.4%	2.0%
CCn1c(N)c(C(=O)Nc2ccccc2C(=O)OC)sc1=S
 : 1%	5%	49	12	3	18	2%	i	-42	-7%	1.2%	2.7%
O=C(Nc1ccccc1)N1CCOCC1
 : 18%	1%	66	-1.9	11	12	34%	i	-4	-2%	0.9%	1.4%
Cc1cc2nc3c(=O)n(Cc4ccccc4)c(=O)[nH]c3nc2cc1N
 : 55%*	x	55	-1.9	x	x	10%	x	x	0%	x	x
O=C(NCc1ccco1)c1ccc(Cl)nc1
 : 26µM*	-2%	50	0.5	x	x	-1%	x	x	-4%	0.7%	2.9%
CCOc1ccc(CCNC(=O)C2CCN(S(=O)(=O)N3CC(C)CC(C)C3)CC2)cc1OCC (centres undefined)
 : 16%	-5%	77	2.3	x	x	-8%	x	x	-8%	0.1%	19%
COc1ccc(Cn2cccc(NC(=O)Nc3ccc(C#N)cc3)c2=O)cc1
 : 27%	-6%	94	10	52	0	4%	x	x	1%	3.2%	2.9%
COC(=O)NNC(=O)C1CCC(C(=O)NNC(=O)OC)CC1 (centres undefined)
 : -3%	-3%	76	0.4	-3	-1	-10%	i	1	-6%	0.7%[50 µM]	-0.2%
CCCc1nc(SCC(=O)Nc2ccc(N3CCOCC3)cc2)c2ccccc2n1
 : -4%	2%	72	3.1	-11	-6	-6%	i	-9	-5%	0.6%	4.1%
O=C1CN(C(=O)CSc2nnc(C3CC3)n2-c2ccccc2)c2ccccc2N1
 : 13%	0%	66	-2.2	1	5	0%	i	-5	-8%	1.7%	0.3%
CCn1cc(C(=O)N2CCN(c3ccccc3OC)CC2)c2cc(OC)c(OC)cc2c1=O
 : -9%	0%	62	0.7	18	-10	-10%	i	20	-2%	0.1%	0.6%
CN1CCN(c2ccc(C(F)(F)F)cc2NC(=O)c2ccco2)CC1
 : 12%	-1%	66	3.7	x	x	5%	x	x	-7%	0.2%	2.1%
COc1ccc2nc(NC(=O)CSc3nnc(N)s3)sc2c1
 : 51%	0%	76	-1.8	6	-7	-8%	i	-12	-4%	0.3%	3.7%
O=C(CN1CCCC1)Nc1ccc(Oc2ccc(NC(=O)CN3CCCC3)cc2)cc1
 : -7%	-7%	77	-0.5	-2	-4	2%	i	22	-10%	-0.4%	-0.6%
Cc1cc(C(=O)Nc2sc3c(c2C#N)CCC(C)C3)no1 (centres undefined)
 : -4%	-6%	89	3.6	6	7	-6%	i	7	3%	0.0%	1.9%
CSC1=N/C(=C\c2ccccc2C)C(=O)S1
 : -2%	2%	79	-0.2	-8	-16	-2%	i	-8	-2%	0.0%	0.6%
COc1ccc(C)cc1NC(=O)CSc1nc2scc(C)c2c(=O)[nH]1
 : 12%	-4%	49	0.8	x	x	-16%	x	x	-6%	-0.3%[50 µM]	4.0%
OC1CSc2nc3ccccc3n2C1 (centres undefined)
 : 31%	-12%	42	0.9	-1	16	8%	i	-22	-5%	-0.4%	0.4%
CCc1ccccc1NC(=O)N1CCCC(CCC(=O)N(C)CCc2ccccn2)C1 (centres undefined)
 : -13%	-3%	99	2.6	0	-7	-8%	i	-6	-9%	0.2%	1.6%
COc1ccc2nc(SCc3ccccc3)nc(C)c2c1
 : 4%	1%	55	9.6	19	16	-9%	i	16	-1%	5.0%[50 µM]	5.2%
O=C1CCCC2=C1C(c1ccc(Cl)cc1)N1C(=O)CCSC1=N2 (centres undefined)
 : 8%	-3%	87	0.4	-15	-9	-3%	i	-7	-3%	0.0%	-0.5%
Cc1ccc(S(=O)(=O)N2CCCCC2)cc1NC(=O)c1ccccn1
 : 0%	5%	70	0.8	x	x	1%	x	x	-8%	0.9%	0.0%
CCN(CC)CCNCC(=O)N1c2ccccc2CCc2ccc(NC(=O)OC)cc21
 : 22%	-13%	60	0.5	x	x	4%	x	x	-7%	0.1%	0.5%
COc1ccc(C(=O)C2CCCN(S(=O)(=O)N(C)C)C2)c(C)c1 (centres undefined)
 : 5%	-1%	67	1.0	x	x	22%	x	x	-4%	0.1%	2.5%
C#CCNC(=O)C1=C[C@@H](C(C)(C)C)C[C@@H](OCc2ccc(CO)cc2)O1
 : 4%	-6%	53	4.3	-9	6	-1%	i	-14	-2%	0.9%	0.0%
Cc1ccc(C(=O)O)cc1NC(=S)NC(=O)c1ccc(-c2ccccc2)cc1
 : 7%	-2%	38	-0.4	7	-10	9%	i	-17	0%	1.5%	1.7%
CCOC(=O)C1CCN(C(=O)c2ccc3c(c2)OCO3)CC1
 : -4%	1%	87	-0.6	-8	-1	-10%	i	0	-7%	3.5%	1.3%
O=C1CC(c2ccco2)Cc2nc(NCC3CCCO3)ncc21 (centres undefined)
 : -2%	6%	63	0.6	-13	2	14%	i	-9	-1%	0.8%	2.2%
Nc1nonc1C(=Nc1ccccc1)NO
 : -5%	4%	59	0.5	-2	11	-1%	i	11	-8%	-1.5%	0.6%
C(#CCN1CCOCC1)COCCCOC(c1ccccc1)c1ccccc1
 : 8%	-2%	71	0.4	2	-17	-11%	i	5	-4%	-1.4%	0.1%
Cc1cc(C(=O)Nc2ccccc2[N+](=O)[O-])cs1
 : -3%	-3%	58	0.4	x	x	8%	x	x	-9%	4.2%[50 µM]	1.6%
CCc1nc2cc([N+](=O)[O-])c([N+](=O)[O-])cc2[nH]1
 : u	0%	60	1.0	-5	-22	-9%	i	3	54%*	0.2%	2.8%
COc1ccccc1N(CC(=O)NC(C)(C)C)C(=O)C1CSC(=O)C1 (centres undefined)
 : -3%	-2%	92	-2.8	-21	6	-6%	i	3	-4%	1.1%	2.3%
CC(=O)Nc1ccc(NC(=O)c2cc(-c3ccc(C)c(C)c3O)n[nH]2)cc1
 : 23µM*	2%	54	0.6	x	x	3%	x	x	-8%	0.1%	7.4%
CC(=O)Nc1ccc(NC(=O)C(C)OC(=O)C2CCCCC2)cc1 (centres undefined)
 : x	-13%	38	-2.2	x	x	x	x	x	x	0.6%[50 µM]	1.9%
O=C(c1ccc(-n2cccn2)cc1)N1CCN(c2ncccc2C(F)(F)F)CC1
 : -2%	-1%	71	1.0	x	x	6%	x	x	-5%	-0.4%	1.9%
CCCNC(=S)N1CCC(NC(=O)c2ccc(OC)cc2)CC1
 : -12%	-10%	61	-0.9	x	x	1%	x	x	-7%	0.7%	0.9%
Cc1ccc(C)c2c1sc(=NC(=O)CN1C(=O)CCC1=O)n2C
 : -2%	-1%	103	-2.4	2	4	13%	i	8	-9%	-1.4%	1.8%
CCN(CC)c1ccc(C(=O)OCC(=O)N(C(C)C)C(C)C)cc1
 : 16%	-6%	93	-0.5	-2	6	8%	i	7	2%	-0.6%	1.8%
O=C(Oc1ccc2ccccc2c1)c1ccccc1
 : 0%	-8%	47	0.1	10	15	-3%	i	12	-7%	0.1%	3.2%

LYP phosphatase, hit marks shown above
Molecule	AID2073	NS5 inhibitors	WT yeast gro inh mutant strain	GPR35 arrestin U2OS	LYP phosphatase	RSV CPE inhibition
CCc1nc2cc([N+](=O)[O-])c([N+](=O)[O-])cc2[nH]1	u	0%	-22	-9%	54%*	2.8%
